Assay outcomes from PubChem BioAssay.
GAA glycogen: inhibitors or activators of human alpha-glucosidase glycogen cleavage; AID 2100; P10253; recombinant GAA, glycogen substrate, Amplex Red glucose oxidase fluorescence; Potency, µM (titrated, usually from 76.4 µM), for the others: at the highest dose activity change, negative = inhibition, hits mostly inhibitors; 300,000 compounds, 0.38% hits;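 also: 0% = full enzyme reaction and -100% = no-enzyme basal signal; the screen sought inhibitors and activators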
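Natural-substrate format: glycogen cleavage by 4 nM human enzyme, glucose read by Amplex Red coupling (Ex 573, Em 610 nm). Normalized to enzyme and no-enzyme controls.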
TR SRC2 fluor cs: Texas Red fluorescence interference in TRb-SRC2 counter-screen. TRb/SRC2 Texas Red total fluorescence interference. Potency, µM (titrated, usually from 106 µM), for the others: top-dose fluorescence change, negative = quenching. 280,000 compounds, 0.29% hits. AID 1479; active = well fitted curve in either direction with a large enough effect; inconclusive = small, poorly fitted or top-dose-only effect
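Human TRb ligand-binding domain at 0.6 uM with 20 nM Texas Red SRC2 peptide in Tris buffer containing 1 uM T3 and 5% DMSO, incubated with compound 5 h at ambient temperature. Total fluorescence (555/632 nm) calculated as parallel + 2 × perpendicular.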
RGS12 GoLoco inh: blocks human Gai1 binding to RGS12 GoLoco peptide, red readout; 230,000 compounds, 0.44% hits; AID 880; Gai1:RGS12 GoLoco peptide FP, rhodamine, 10 min; P63096; Potency, µM (titrated, usually from 61.6 µM), without a hit: top-dose activity, negative = inhibition, actives largely listed as inhibitors; active = well fitted inhibition curve with a large enough effect, not every such curve was filed as active; inactive = no such curve, though single readings can be large or run the other way; also: nearly all actives have a fitted effect of over 30% in size; many of its hits are not listed in these tables
L3MBTL1 inh: L3MBTL1 (human) inhibition; Potency, µM (highest dose often 57.1 µM), for the others: at the highest dose activity, negative = inhibition, hits mostly inhibitors; AlphaScreen L3MBTL1–H3K9me1 peptide binding; AID 485360; 230,000 compounds, 0.66% hits; also: nearly all actives have a fitted effect of over 60% in size
Target sequence (Q9Y468 whole entry, looked up): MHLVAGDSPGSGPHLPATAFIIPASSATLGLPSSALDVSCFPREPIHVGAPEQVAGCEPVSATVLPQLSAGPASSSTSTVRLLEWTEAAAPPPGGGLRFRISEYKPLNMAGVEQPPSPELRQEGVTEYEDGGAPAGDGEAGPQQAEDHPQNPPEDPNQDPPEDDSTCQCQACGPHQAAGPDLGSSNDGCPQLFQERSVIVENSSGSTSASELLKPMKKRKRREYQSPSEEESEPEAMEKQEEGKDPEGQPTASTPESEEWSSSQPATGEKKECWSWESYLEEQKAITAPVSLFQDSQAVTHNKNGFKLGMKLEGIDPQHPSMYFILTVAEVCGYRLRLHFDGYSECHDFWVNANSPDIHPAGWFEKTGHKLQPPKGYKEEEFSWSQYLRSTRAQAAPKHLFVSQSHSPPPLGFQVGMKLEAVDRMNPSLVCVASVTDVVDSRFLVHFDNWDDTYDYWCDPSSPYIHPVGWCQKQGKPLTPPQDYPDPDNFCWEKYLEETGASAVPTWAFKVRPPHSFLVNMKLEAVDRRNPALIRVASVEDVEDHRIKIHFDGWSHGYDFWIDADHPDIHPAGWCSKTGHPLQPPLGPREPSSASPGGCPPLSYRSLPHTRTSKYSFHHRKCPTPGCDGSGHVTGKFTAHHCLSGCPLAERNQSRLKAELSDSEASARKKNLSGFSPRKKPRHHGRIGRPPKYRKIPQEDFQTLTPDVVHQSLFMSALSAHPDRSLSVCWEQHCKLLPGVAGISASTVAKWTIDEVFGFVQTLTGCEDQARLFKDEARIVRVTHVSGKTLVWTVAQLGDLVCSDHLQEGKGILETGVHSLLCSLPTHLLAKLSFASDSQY
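L3MBTL1 (50 nM) pre-complexed 30 min with biotinylated H3(1-15)K9me1 peptide (75 nM), then compounds added for 30 min at room temperature; AlphaScreen streptavidin donor/nickel chelate acceptor beads (10 ug/mL final) read after 30 min dark incubation.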
GAA inhib: alpha-glucosidase (human) inhibition; purified human GAA, 4-MU-alpha-glucoside fluorescence; Potency, µM (series often up to 76.9 µM), for inactives: at the top dose activity change, negative = inhibition, hits mostly inhibitors; 200,000 compounds, 0.005% hits;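 also: plate controls were uninhibited enzyme wells for no effect and no-enzyme background for full effect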
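Activity normalized between no-enzyme (basal) and enzyme-only wells. Conditions: 4 nM human enzyme, 400 uM fluorogenic substrate, citrate/phosphate pH 5.0 with Tween-20, 20 min room temperature, compounds up to 77 uM.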
aGlu spleen mod: lysosomal alpha-glucosidase (human) modulation. human spleen homogenate, 4-MU-alpha-glucoside fluorescence. AID 2112. 240,000 compounds, 0.006% hits. Potency, µM (doses to about 79.9 µM), inactives show top-dose activity change, negative = inhibition, most hits filed as inhibitors. P10253;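 also: 0% = enzyme with vehicle and -100% = no enzyme basal signal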
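Enzyme source: human spleen homogenate, 1 ug/well. Buffer 50 mM citric acid/K phosphate pH 5.0, 0.01% Tween-20. 4-MU-alpha-glucoside 1 mM; 37 C x 40 min; NaOH/glycine stop; fluorescence.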
TRb SRC2 PPI: inhibitors of human thyroid hormone receptor beta-SRC2 interaction | P10828 | TRbeta-SRC2 peptide binding, fluorescence polarization; receptor liganded with 1 µM T3 | Potency, µM (titrated, usually from 106 µM), inactives show at the top dose activity change, negative = inhibition, usual class: inhibitors | 280,000 compounds, 0.065% hits | AID 1469;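 also: plate controls were bound peptide for no effect and peptide without receptor for full effect; nearly all actives have a fitted effect of over 50% in size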
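Compounds were added to 0.6 uM TRb ligand-binding domain and 20 nM Texas Red-labeled SRC2 peptide in Tris buffer containing 1 uM T3, incubated 5 hr at ambient temperature, then read by fluorescence polarization.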
RECQ1 helicase: blocks DNA unwinding by human RECQ1; P46063; RECQ1 DNA unwinding, red fluorescence kinetic read; Potency, µM (titrated, usually from 57.3 µM), without a hit: at the top dose activity, negative = inhibition, hits mostly inhibitors; 240,000 compounds, 0.54% hits;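 also: plate controls were vehicle for no effect and no enzyme for full effect; nearly all actives have a fitted effect of over 30% in size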
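RECQ1T1 50 nM; forked duplex (20 bp + 30-nt ss tails) 200 nM, ATP 2 mM final; pH 8.0, 2 mM MgCl2, 2.5 ug/ml poly(dI-dC); 15 min compound preincubation; discontinuous kinetic read over 2 h at RT.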
* marks the source's active call; other numbers are inactive results; i = inactive; ? = inconclusive; . = no result given; & = joins results of further samples; [ ] = remark or other dose. Unless noted, calls follow the shape of the dose curve; as a rule, active = well fitted curve in the direction sought with a large enough effect; inconclusive = small, poorly fitted or top-dose-only effect, or another doubt; inactive = no such curve, though single readings can be large; an effect the other way counts as inactive or inconclusive. Unless noted, % is scaled to controls: 0 for no effect and ±100 for the full control effect; potency is read from the fitted curve at half-maximal effect. Some of the compounds tested; rates above refer to the full screens.

SMILES	GAA glycogen	TR SRC2 fluor cs	RGS12 GoLoco inh	L3MBTL1 inh	GAA inhib	aGlu spleen mod	TRb SRC2 PPI	RECQ1 helicase
COCCN(CCOC)c1nc(C)nc2c1nc(-c1ccccc1)n2CCN1CCCC1	.	-2%	2%	.	.	-1%	4%	-9%
CCOC(=O)c1cc(-c2ccccc2)sc1NC(=O)C(C)(C)C	-1%	-2%	-5%	-7%	10%	-5%	-3%	-7%
Nc1c(C(=O)c2ccc(F)cc2)oc2ccccc12	-1%	-8%	-5%	14%	-5%	-2%	-2%	1%
Cc1nnc(SCC(=O)N(C)CC(=O)Nc2ccc(F)cc2)n1Cc1ccccc1	7%	0%	-5%	4%	-2%	-3%	-2%	-15%
C=CCSC1=C(C#N)C(c2ccccc2OCC)C(C#N)C(=O)N1 (stereo not drawn)	-3%	0%	1%	1%	-1%	-2%	-14%	-8%
CCCc1nc(N)sc1C(=O)OCC	5%	-2%	4%	0%	5%	3%	2%	-2%
O=C(COc1cccc(F)c1)Nc1ccc2[nH]c(=O)[nH]c2c1	5%	-2%	90%[activator]	-17%	8%	-1%	7%	11%
Fc1ccc(NC(=S)Nc2ccc(F)c(Cl)c2)cc1Cl	-8%	2%	3%	.	-4%	-18%	-13%	i
Cc1ccc(NC(NC(=O)c2ccccc2[N+](=O)[O-])C(Cl)(Cl)Cl)cc1 (stereo not drawn)	-3%	-3%	5%	-2%	-2%	7%	-3%	-1%
CCOc1ccc(N=c2cc(-c3ccc(OC)cc3)oc3ccccc23)cc1	5%	3%	5%	?	?	-7%	4%	-6%
O=C(NCc1cccs1)C(=O)c1c[nH]c2ccccc12	-2%	-2%	5%	.	2%	1%	0%	-17%
CC(C(=O)NN)n1nnc(N2CCOCC2)n1 (stereo not drawn)	-3%	0%	8%	7%	.	4%	0%	-4%
OCC1CCCCN1C(=S)Nc1cccc(Cl)c1 (stereo not drawn)	7%	-5%	16%	?	-4%	-1%	7%	3%
CSc1cccc(NC(=O)C2CCCN2S(=O)(=O)c2ccc3c(c2)CCC(=O)N3)c1 (stereo not drawn)	7%	2%	21%	0%	-3%	-7%	1%	-2%
COc1ccc(C)cc1S(=O)(=O)N1CCCCC1	-10%	-1%	1%	23%	-6%	-11%	7%	-4%
CCc1ccc(NC(=O)CSc2nnc(CC)c(CC)n2)cc1	10%	-1%&-1%	-7%	.	-5%	-2%	10%&5%	-7%
O=S(=O)(Nc1cccnc1Cl)c1ccc2c(c1)OCCO2	-1%	2%	3%	1%	-3%	-13%	-6%	-10%
CCOc1ncccc1C(=O)OCC(=O)c1ccc(OC)c(OC)c1	-6%	-1%	-12%	.	3%	7%	-8%	8%
Cc1cc2c(cc1C)/C(=N/NC(=O)c1ccccn1)CCC2	?	-2%	17%	-11%	3%[15.4 µM]	3%	2%	-2%
COC(=O)C1=C(C)NC(C)=C(C(=O)OC)C1c1ccco1	-4%	0%	7%	-9%	.	3%	-4%	-8%
CCOCCNC(=O)c1ccc2c3c(cccc13)CC2	6%	0%	-9%	.	1%	-2%	9%	-4%
COC(=O)C1(C#N)C(c2ccccc2)C1(C(=O)OC)C(=O)OC (stereo not drawn)	-3%	1%	2%	.	-6%	1%	-13%	-2%
Cc1cc(NCC(C)C)n2ncnc2n1	-2%	-1%	1%	-4%	-1%	2%	-9%	1%
c1ccc2c(c1)oc1c(Nc3ccc4c(c3)OCCO4)ncnc12	-4%	-6%	-2%	6%	-21%	-7%	0%	-4%
CNC1=CN=C(c2ccccc2)c2cc(Cl)ccc2N1	.	0%	7%	.	.	-1%	7%	-3%

Record cards, from the list above. Order of values: GAA glycogen, TR SRC2 fluor cs, RGS12 GoLoco inh, L3MBTL1 inh, GAA inhib, aGlu spleen mod, TRb SRC2 PPI, RECQ1 helicase
Nc1c(C(=O)c2ccc(F)cc2)oc2ccccc12 is listed with -1%, -8%, -5%, 14%, -5%, -2%, -2%, 1%
O=S(=O)(Nc1cccnc1Cl)c1ccc2c(c1)OCCO2 is listed with -1%, 2%, 3%, 1%, -3%, -13%, -6%, -10%
Cc1cc2c(cc1C)/C(=N/NC(=O)c1ccccn1)CCC2 is listed with ?, -2%, 17%, -11%, 3%[15.4 µM], 3%, 2%, -2%
CCOCCNC(=O)c1ccc2c3c(cccc13)CC2 is listed with 6%, 0%, -9%, ., 1%, -2%, 9%, -4%
Cc1cc(NCC(C)C)n2ncnc2n1 is listed with -2%, -1%, 1%, -4%, -1%, 2%, -9%, 1%

Next section
SMILES	GAA glycogen	TR SRC2 fluor cs	RGS12 GoLoco inh	L3MBTL1 inh	GAA inhib	aGlu spleen mod	TRb SRC2 PPI	RECQ1 helicase
COc1ccc(/C=N/n2c(C)nc3sc(C)c(C)c3c2=O)cc1	3%	-1%	-8%	4%	0%[15.4 µM]	1%	2%	-8%
CCN(CC)C(=O)CSc1nnc(-c2ccc(S(=O)(=O)N3CCCC3)cc2)o1	2%	0%	5%	.	-4%	-2%	-2%	i
Cc1nnc(NC(=O)CSc2nnc(-c3ccc(S(=O)(=O)N4CCCC4)cc3)n2C)s1	-5%	-1%	1%	5%	0%	-11%	-1%	-1%
COC(=O)CN(C(=S)Nc1ccccc1)C1CC(=O)N(c2ccc(OC)cc2)C1=O (stereo not drawn)	-1%	-1%	-18%	-3%	-7%	2%	-11%	1%
CCCCCSc1nnc(-c2cc(Br)ccc2N)c(=O)[nH]1	12%	-4%	.	-1%	-5%	-4%	-3%	i
O=C(N/N=C/c1ccc([N+](=O)[O-])o1)c1cc2ccccc2o1	-9%	-1%	6%	.	.	-9%	-2%	-10%
Cc1cccc(NC(=O)NC2CC3CCC(C2)N3Cc2ccco2)c1 (stereo not drawn)	6%	-1%	16%	2%	?	2%	5%	i
CN(C)c1nc(-c2cccs2)cc(C(F)(F)F)c1C#N	1%	-2%	12%	112%[activator]	5%	0%	8%	0%
O=C(NCCCc1ccccc1)C1CCC(CNc2c(N3CCCCC3)c(=O)c2=O)CC1 (stereo not drawn)	-3%	-6%	-9%	.	.	-2%	-9%	i
FC(F)(F)c1cc(-c2cccs2)nc(-n2cc(Cl)cn2)n1	3%	-4%	5%	.	4%	-4%	-12%	-7%
Cc1nc2ccc(NC(=S)N3CCC(C)CC3)cc2nc1C	?	4%	4%	.	0%	0%	6%	-5%
O=C1C=C(O)c2cccc(O)c2C1=O	-28%	-13%	-8%	.	.	-6%	-6%	?
CCOc1ccc(-c2csc(Cn3c(CN4CCN(C)CC4)nc4ccccc4c3=O)n2)cc1	-1%	0%	.	-11%	1%	2%	5%	-4%
COc1ccccc1N1CCN(CCCCOc2cccc3ccccc23)CC1	0%	2%	0%	-6%	-6%	-2%	-10%	-6%
CCOC(=O)C1C(=O)NC(C)C1c1ccccc1 (stereo not drawn)	1%	3%	-11%	7%	0%	-7%	3%	-3%
COc1ccc(Cl)cc1-c1n[nH]c(=S)n1C1CCCCC1	-21%	-3%	-1%	.	?	-5%	-4%	-17%
COc1ccc(C2(CNC(=O)Cc3ccc(OC)c(OC)c3)CCCC2)cc1	5%	1%	10%	5%	0%	1%	-2%	22%
C=CCOc1ccc2c(c1)C(=NO)c1cc(OCC=C)ccc1-2	-12%	2%	-1%	.	-3%	-5%	3%	-17%
Cc1cccc(NC(=S)NC(NC(=O)OCc2ccccc2)C(Cl)(Cl)Cl)c1 (stereo not drawn)	1%	-5%	1%	6%	-1%	-16%	-2%	0%
O=C(CN1C(=O)c2ccccc2S1(=O)=O)NCc1ccccc1Cl	11%	0%	1%	17%	9%	-10%	-1%	2%
O=C(Nc1ccccc1F)Nc1ccccc1F	-15%	1%	9%	6%	13%	4%	-3%	-12%
O=C(Nc1ccon1)C12CC3CC(C1)CC(n1cnc([N+](=O)[O-])n1)(C3)C2	-3%	2%	-5%	10%	-3%	2%	1%	i
Cc1ccc(OCC(=O)N/N=C/C=C/c2ccco2)cc1C	8%	?	10%	-9%	0%	-13%	0%	-10%
CC(=O)Nc1cccc(C(=O)N/N=C/c2cccnc2)c1	1%	-1%	-4%	-3%	7%	5%	3%	i
CC1CN(S(=O)(=O)c2ccc(NC(=O)c3cc(-c4ccccc4O)n[nH]3)cc2)CC(C)O1 (stereo not drawn)	-2%	-4%	11%	-7%	?	2%	11%	-1%

Additional compounds:
SMILES	GAA glycogen	TR SRC2 fluor cs	RGS12 GoLoco inh	L3MBTL1 inh	GAA inhib	aGlu spleen mod	TRb SRC2 PPI	RECQ1 helicase
CSc1cnn(Cc2ccccc2)c(=O)c1SCc1ccccc1	12%	-1%	-3%	11%	-7%	-2%	3%	-8%
Cn1c2c(c(=O)n(C)c1=O)[C@@]1(C(=O)Nc3ccccc31)C(C#N)=C(N)O2	-18%	2%	.	-7%	-6%	0%	-3%	-21%
Cc1cccc(C(=O)c2c(N)sc3c2CCCC3)c1	-4%	-7%	.	-5%	2%	-3%	-4%	-2%
COc1cccc(-c2nn(-c3ccccc3)cc2CN(C)C(C)c2ccncn2)c1 (stereo not drawn)	-3%	-2%[53 µM]	7%	-4%	0%	-3%	13%[53 µM]	i
Cc1cc2nc(-c3ccncc3)cc(C(F)(F)F)n2n1	13%	-5%	1%	2%	-2%	-3%	-2%	13%
Cn1c(NC(=O)CC(C)(C)C)cc(=O)n(C)c1=O	13%	-1%	10%	4%	-5%	-6%	-1%	-8%
Cc1ccc(C(=O)c2cc3ccccc3o2)cc1[N+](=O)[O-]	-7%	0%	-6%	-9%[11.4 µM]	-4%	-8%	5%	-3%
COC(=O)C1(C(=O)OC)C[C@@H]2CON=C2[C@H]1c1ccccc1	.	0%&1%	3%&3%	.	.	-8%&-7%	-1%&-4%	-6%&-8%
COCCNC(=O)CN1CCC(NC(=O)c2ccco2)CC1	-14%	5%	7%	-6%	12%	1%	4%	-15%
CC1CCN(c2oc(-c3ccccc3F)nc2C#N)CC1	-1%	2%	9%	-25%	3%	-2%	8%	-20%
